Assay outcomes (PubChem)
DPM-DC inhibit: S. pneumoniae DPM-DC inhibitors, primary screen, biochemical, PK/LDH-coupled NADH fluorescence; diphosphomevalonate decarboxylase (Streptococcus pneumoniae D39); purified DPM-DC; calls only at 10 µM; hit rate 0.49% among 65,000; AID 556, 2006;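 active means the 320 compounds with the highest percent inhibition in the single-dose primary screen, excluding strongly autofluorescent ones, cut at about 32% in these data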;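 further: kinetic rate of NADH fluorescence loss reporting ADP formed by the decarboxylase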
LYP phosphatase: LYP phosphatase inhibitors, primary screen, biochemical, DiFMUP fluorescence, recombinant catalytic domain, 10 µM (AID 606) | one-dose inhibition, % at 10 µM; IC50 in µM for titrated hits | 52,000 tested, under 10 active | recombinant LYP catalytic domain, DiFMUP fluorescence; higher % means a stronger effect | Tyrosine-protein phosphatase non-receptor type 22 (Homo sapiens);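 active means IC50 under 40 µM in the dose-response test; inactive means IC50 of 40 µM or more, or never dose-tested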
KRASV12 cytotoxicity: cytotoxicity in KRAS-transformed pancreatic duct cells, primary screen, cell-based, fluorescence, HTS (AID 431); HPDE-C7K KRASV12 cells, Alamar Blue viability, 48 h; higher % means a stronger effect; one-dose cytotoxicity, % at 10 µM; EC50 in µM for titrated hits; hit rate 1.7% among 63,000;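 active means compounds whose percent cytotoxicity in the single-dose primary screen, scaled between solvent and toxic-drug controls, exceeds 50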;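 further: 0% = DMSO solvent wells and 100% = doxorubicin-treated wells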
Bfl-1 displacement: Bfl-1 inhibitors, primary screen, biochemical, fluorescence polarization, FITC-Bid, mouse (AID 432). Bcl-2-related protein A1 (Mus musculus). FITC-Bid BH3 peptide fluorescence polarization displacement; higher % means a stronger effect. displacement, % at 20 µM; hits with a dose series show IC50 in µM. hit rate 0.02% among 64,000; in the data active means a potency from the dose series; inactive means the rest, 99 in 100 with displacement below about 15%; further: strong numbers were not always called active
PMK inhibit: S. pneumoniae PMK inhibitors, primary screen, biochemical, mevalonate pathway, pilot trial included. purified PMK, PK/LDH-coupled NADH absorbance 340 nm. phosphomevalonate kinase (Streptococcus pneumoniae D39). hit rate 0.49% among 65,000. inhibition, % at 10 µM;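 active means top-ranked compounds by inhibition in the single 10 µM screen, taking a fixed number of the strongest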;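 further: 0% = full reaction with DMSO carrier and 100% = background rate without enzyme reaction; no value below 0 was filed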
HT1080 cytotoxicity: cytotoxicity in HT1080 fibrosarcoma cells, cell-based, fluorescence readout (AID 620) | hit rate 0.42% among 87,000 | cytotoxicity, % at 10 µM; hits with a dose series show EC50 in µM | HT1080 viability, fluorescence; higher % means a stronger effect;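 further: cells exposed to compound overnight then 4 h with Alamar Blue; 0% = vehicle DMSO and 100% = killing control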
HPDE-C7 cytotoxicity: cytotoxicity in HPDE-C7 cells, cell-based, fluorescence, HTS (AID 430); HPDE-C7 pancreatic duct cells viability, fluorescence; higher % means a stronger effect; cytotoxicity, % at 10 µM; hits with a dose series show EC50 in µM; hit rate 1.8% among 63,000;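 further: cells exposed to compound for 48 hours before viability readout; 0% = vehicle and 100% = reference cytotoxic drug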
TNAP inhibition: human TNAP enzyme inhibitors, biochemical, luminescent (AID 518); purified TNAP enzyme, luminescent substrate readout; higher % means a stronger effect; inhibition, % at 20 µM; hits with a dose series show IC50 in µM; hit rate 0.09% among 64,000; in the data active means a potency from the dose series; inactive means the rest, 99 in 100 with inhibition below about 22%;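 further: plate controls were vehicle for no effect and reference inhibitor for full effect; many of its hits are not listed in these tables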
Spn MK inh: S. pneumoniae MK inhibitors, primary screen, biochemical, PK/LDH-coupled NADH absorbance | mevalonate kinase [Streptococcus pneumoniae D39] | purified MK, PK/LDH-coupled NADH absorbance 340 nm | inhibition, % at 10 µM | hit rate 0.48% among 65,000 | AID 555, 2006;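 active means ranked among the strongest by inhibition in the single 10 µM screen, a fixed top-ranked set picked for dose follow-up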; further: no value below 0 was filed
PMK inhibit pilot replicates: also measured in PMK inhibit; calls as there; inhibition, %; measured here: pilot screen replicates
Spn MK inh pilot replicates: also measured in Spn MK inh; calls as there; inhibition, %; measured here: pilot screen replicates
DPM-DC inhibit pilot screen %: recorded beside DPM-DC inhibit, whose call it bears; inhibition, %; measured here: pilot screen trials
An asterisk follows results filed as active; i = inactive; · = no result given. Unless noted, no stated cut-off is given here; in the data, active means cytotoxicity above about 50%; inactive means the rest.

SMILES | DPM-DC inhibit | LYP phosphatase | KRASV12 cytotoxicity | Bfl-1 displacement | PMK inhibit | HT1080 cytotoxicity | HPDE-C7 cytotoxicity | TNAP inhibition | Spn MK inh | others
C=CCn1c(SCC(=O)Nc2cc(C)cc(C)c2)nnc1-c1cnccn1 | i | 1.8% | -11.7% | -2.4% | 4.0 | 19.9% | -8.3% | 7.3% | 7.0
COc1c(C)cc(Br)cc1C(=O)NCc1cccnc1 | i | 11.3% | -0.9% | -2.3% | 0.0 | 2.6% | -2.4% | 7.0% | 14.0
O=C(CN1CCN(C(=O)c2ccco2)CC1)Nc1ccc2c(c1)OCCO2 | i | 2.5% | -14.3% | -1.9% | 12.0 | 3.8% | -13.8% | 1.3% | 0.0
Cc1cccc(OCCCCc2c(C)n[nH]c2C)c1C | i | · | 21.2% | 0.2% | 0.0 | -11.2% | 2.3% | -20.2% | 11.0
Cc1cc(=O)oc(C)c1C(=O)Nc1cccc2nonc12 | i | 6.6% | 9.5% | -5.2% | 4.0 | -1.1% | 3.2% | 11.0% | 13.0
CCOC(=O)c1cnc(SCC(=O)Nc2ccc(NC(=O)CC)c(OC)c2)nc1N | i | 4.2% | 12.8% | -6.6% | 15.0 | -1.9% | -4.8% | 5.6% | 0.0
CCCCc1cc(=O)oc2cc(C)c(CN3CCCC3)c(O)c12 | i | 1.3% | -17.5% | 33.1% | 6.0 | -3.8% | -12.4% | -4.4% | 4.0
CCOCCn1c(=O)c2c(nc3n2CCN3c2ccc(CC)cc2)n(C)c1=O | i | · | 2.9% | -3.1% | 14.0 | 3.8% | 4.5% | 11.2% | 7.0
COc1ccc(Nc2ncccc2C(=O)Nc2ccccc2)cc1 | i | 14.6% | -7.0% | -8.9% | 11.0 | 10.4% | -12.8% | 14.3% | 0.0
CC1CCCCN1C(=O)N[C@@H](Cc1ccccc1)C(=O)O (stereo partly specified) | i | 5.5% | 5.2% | -3.1% | 16.0 | -8.3% | 2.0% | 2.9% | 16.0
CCc1ccc(C(C)NC(=O)c2cc(C)oc2C)cc1 (stereo unspecified) | i | 7.5% | -13.2% | 1.3% | 5.0 | -1.8% | -8.6% | 12.9% | 4.0
CCOC(=O)C(C)n1cnc2c(nnn2-c2ccc(C)cc2)c1=O (stereo unspecified) | i | 6.8% | 1.3% | 2.4% | 8.0 | 3.1% | -9.8% | 1.1% | 9.0
COc1ccc(OC(=O)c2cccc(S(=O)(=O)N3CCCC3)c2)cc1 | i | 5.5% | -5.0% | -9.2% | 0.0 | 8.4% | -4.4% | 3.2% | 8.0
C(=C\c1ccco1)/C=N/n1cnnc1 | i | -8.2% | -2.7% | 0.0% | 14.0 | 0.5% | -0.9% | 4.9% | 12.0
O=C(CN1CCOCC1)N1CCN(C(=O)CN2CCOCC2)CC1 | i | · | 0.0% | 0.4% | 12.0 | 1.1% | -11.6% | 1.3% | 0.0 | PMK inhibit pilot replicates=0.0;Spn MK inh pilot replicates=0.5;DPM-DC inhibit pilot screen %=0.5
COC(=O)c1ccc(C(=O)OC)c(NC(=O)CCC(=O)O)c1 | · | 68.8% | -4.5% | 2.3% | 0.0 | -3.4% | -19.2% | 2.7% | 8.0
COc1ccc(C(=O)CSc2nc(SC)ns2)cc1OC | i | 16.9% | 2.0% | -6.3% | 7.0 | 7.5% | 2.4% | 5.5% | 10.0
c1ccc2c(c1)ncn2Cc1nnc2sc(-c3ccc4c(c3)OCO4)nn12 | · | · | 7.6% | -3.2% | 15.0 | 7.8% | -10.7% | 8.5% | 8.0
COC(=O)Cc1c[nH]c2ccc(OCC(O)CNC(C)C)cc12 (stereo unspecified) | i | -8.7% | -17.7% | -2.4% | 11.0 | -10.0% | -23.8% | 9.9% | 6.0
Cc1ccccc1-c1nnc(SCc2ccccc2)o1 | i | -2.9% | 2.4% | 0.6% | 7.0 | -12.5% | -10.1% | 20.0% | 6.0
O=C(Cn1c(C2CC2)nc2ccccc2c1=O)Nc1ccc(Br)cc1 | i | -6.3% | 12.9% | 6.2% | 19.0 | -0.2% | 6.1% | 9.1% | 1.0
CC1CC1C(=O)OCc1cc(=O)n2cc(Br)ccc2n1 (stereo unspecified) | i | 12.0% | -22.7% | 1.0% | 10.0 | 0.9% | -4.3% | 2.4% | 0.0
COc1ccc(CN(C2CCCC2)S(=O)(=O)c2ccc(-n3cnnn3)cc2)cc1OC | i | 17.3% | -25.5% | -11.8% | 1.0 | 7.9% | -39.1% | 4.4% | 6.0 | PMK inhibit pilot replicates=0.0;Spn MK inh pilot replicates=0.0;DPM-DC inhibit pilot screen %=1.0
COc1cccc(CN(Cc2cccnc2)S(=O)(=O)c2ccc(-n3cnnn3)c(C)c2)c1 | i | 10.0% | -3.8% | -1.7% | 15.0 | 10.1% | 4.5% | 4.7% | 0.0
CCCc1cc(Nc2cccc(OCC)c2)n2ncnc2n1 | i | -0.9% | 0.9% | -5.9% | 11.0 | 28.8% | 9.5% | 3.2% | 7.0
The results go on:
SMILES | DPM-DC inhibit | LYP phosphatase | KRASV12 cytotoxicity | Bfl-1 displacement | PMK inhibit | HT1080 cytotoxicity | HPDE-C7 cytotoxicity | TNAP inhibition | Spn MK inh | others
NC(=O)CSCc1ccc(Br)cc1 | i | · | -6.9% | -2.4% | 5.0 | -2.8% | -15.9% | 10.3% | 3.0 | PMK inhibit pilot replicates=2.5;Spn MK inh pilot replicates=0.0;DPM-DC inhibit pilot screen %=2.0
O=C(CSc1nnnn1-c1ccc2c(c1)CCC2)Nc1ccc2c(c1)OCCO2 | i | 1.1% | -5.7% | -0.8% | 0.0 | 9.1% | -8.4% | 12.0% | 6.0
O=S(=O)(c1ccc(Br)cc1)N1CCN(c2cc(-c3ccccc3)nc3ncnn23)CC1 | i | 9.2% | -0.6% | -6.1% | 11.0 | 0.5% | 4.4% | 13.6% | 0.0
c1ccc(Nc2ncnc3c2oc2ccccc23)cc1 | i | 10.0% | -10.0% | -0.8% | 0.0 | -7.6% | -9.3% | 17.3% | 2.0
CCOC(=O)C1CCCN(CC(=O)/C=C2/N(C)c3ccccc3C2(C)C)C1 (stereo unspecified) | i | · | -7.5% | 11.4% | 11.0 | -4.3% | -9.4% | 2.0% | 0.0
CCOC(=O)c1ccc(NC(=O)N2CCN(CCc3ccccc3)CC2)cc1 | i | 3.5% | 12.3% | 1.1% | 4.0 | 3.6% | -1.2% | 13.2% | 8.0 | PMK inhibit pilot replicates=5.0;Spn MK inh pilot replicates=2.5;DPM-DC inhibit pilot screen %=2.5
COc1cc(C2c3c(oc4ccccc4c3=O)C(=O)N2Cc2cccnc2)cc(OC)c1OC (stereo unspecified) | i | · | -37.2% | 3.2% | 9.0 | 20.0% | -33.9% | 6.3% | 4.0
O=C1CC(N2CCOCC2)C(=O)N1CCc1ccccc1 (stereo unspecified) | i | · | 5.6% | -5.0% | 12.0 | 18.5% | 5.1% | 11.5% | 14.0
Cc1cccc(OCc2nc(C#N)c(N3CC(C)CC(C)C3)o2)c1 (stereo unspecified) | i | 5.9% | 1.6% | -2.7% | 0.0 | -4.7% | -4.5% | 10.2% | 8.0
COc1cccc(CCC(=O)O)c1OC | i | 8.6% | -7.0% | 7.0% | 13.0 | 2.5% | -11.7% | 9.2% | 7.0
CC(C)c1ccc(C(=O)Nc2ccc(N3CCOCC3)cc2)cc1 | i | · | 28.9% | -0.1% | 0.0 | · | 10.5% | 8.0% | 8.0
O=C(O)CCCCCNCc1ccncc1 | i | 7.8% | -2.4% | -8.2% | 14.0 | 6.5% | -4.6% | 1.2% | 1.0
Cc1ccc2nc(NC(=O)c3ccc(Cl)s3)sc2c1 | · | -2.0% | -3.5% | 0.2% | 5.0 | 27.5% | 1.0% | 12.3% | 1.0
CC(=O)NC(CCS(C)(=O)=O)C(=O)Nc1ccc(F)cc1Cl (stereo unspecified) | i | 12.7% | 6.2% | -5.1% | 16.0 | 5.4% | 5.7% | 9.9% | 0.0
CC1Cc2ccccc2N1C(=O)CSc1nnc(Cn2nnc3ccccc32)n1C (stereo unspecified) | i | -3.7% | -23.5% | -1.3% | 4.0 | -3.8% | -26.5% | 11.4% | 8.0
Cc1ccc(C(C)C)c(OCc2nnc(SCC(=O)Nc3ncc(C)s3)n2C)c1 | i | -7.9% | 0.4% | 1.1% | 3.0 | 1.7% | 19.1% | 14.9% | 7.0 | PMK inhibit pilot replicates=3.0;Spn MK inh pilot replicates=2.0;DPM-DC inhibit pilot screen %=1.5
CC1=C(C(N)=O)C(c2ccccn2)n2nc(SCc3ccccc3)nc2N1 (stereo unspecified) | i | 1.1% | 0.4% | -0.9% | 2.0 | 1.6% | -15.0% | 6.2% | 3.0 | PMK inhibit pilot replicates=3.5;Spn MK inh pilot replicates=10.5;DPM-DC inhibit pilot screen %=2.5
O=C(CSc1nc2ccccc2s1)Nn1cnnc1 | i | 15.1% | -0.9% | -1.3% | 12.0 | 9.6% | -1.7% | 9.4% | 1.0
CC1(C)CC(=O)c2cc(C(=O)N3CCCC(C)(C)C3)c(=O)n(-c3ccccc3)c2C1 | i | 3.6% | -8.2% | -20.5% | 0.0 | 19.1% | -0.5% | 2.3% | 9.0
O=C(NC1CCCCC1)n1c(=O)oc2ccc(Cl)cc21 | i | 8.3% | -9.9% | -7.3% | 6.0 | -5.5% | -10.2% | 18.1% | 2.0 | PMK inhibit pilot replicates=4.5;Spn MK inh pilot replicates=0.5;DPM-DC inhibit pilot screen %=0.0
O=C(Cn1cnc2c(nnn2Cc2ccc(Cl)cc2)c1=O)NCC1CCCO1 (stereo unspecified) | i | 1.1% | -3.4% | 4.8% | 6.0 | -4.6% | -16.7% | 8.0% | 7.0 | PMK inhibit pilot replicates=4.5;Spn MK inh pilot replicates=1.5;DPM-DC inhibit pilot screen %=0.0
Cc1ccc(N2CC(C(=O)Nc3ccc4c(c3)OCO4)CC2=O)cc1 (stereo unspecified) | i | · | -1.0% | 1.3% | 10.0 | 2.9% | -9.2% | 8.1% | 0.0 | PMK inhibit pilot replicates=3.5;Spn MK inh pilot replicates=0.0;DPM-DC inhibit pilot screen %=0.0
COc1ccc(-c2nnc(SCC(=O)Nc3cc(F)ccc3C)o2)cc1 | i | 3.4% | 2.5% | -9.3% | 9.0 | 0.0% | -10.7% | 8.5% | 1.0
CCN(CC)CC(=O)Nc1c(C)cc(C(C)(C)C)cc1C | i | 16.1% | -11.1% | -5.2% | 7.0 | -10.3% | -21.3% | 13.5% | 10.0
